Assay outcomes deposited in PubChem BioAssay by Sanford-Burnham Center for Chemical Genomics.
VHR inh color: inhibitors of human VHR1 phosphatase (DUSP3). P51452. inhibition, % at 20 µM. recombinant VHR phosphatase, colorimetric substrate read-out. 50,000 compounds, 0.7% hits; in the data active means inhibition above about 60%; further: some results filed as inactive read as strong as hits
Target sequence (P51452 whole entry, looked up): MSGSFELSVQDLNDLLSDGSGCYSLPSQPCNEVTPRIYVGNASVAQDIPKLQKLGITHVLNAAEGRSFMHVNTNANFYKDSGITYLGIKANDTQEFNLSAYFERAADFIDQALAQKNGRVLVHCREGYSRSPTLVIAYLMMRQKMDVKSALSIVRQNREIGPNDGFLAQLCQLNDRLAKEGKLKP
* hit, by the source's call. The list is partial; the hit share may differ from the screen's.

compound | VHR inh color
O=C1C2C(C(=O)N1c1ccc(Br)cc1)C2(c1ccccc1)c1ccccc1 (centres undefined) | 5
O=C(O)C12C3CCCC1C32c1ccccc1 (centres undefined) | 3
CC(NC(=O)CN(c1ccc(Cl)cc1)S(C)(=O)=O)c1ccccc1 (centres undefined) | -21
CCNC(=O)C(=O)Nc1ccccc1OCC | -12
CC1=Nc2cc([N+](=O)[O-])ccc2NC(=O)C1 | -1
COc1cc(-c2nc(-c3ccccc3)c(-c3ccccc3)[nH]2)cc(OC)c1OC | -20
CCOC(=O)c1c(NC(=O)c2cc(OC)c(OC)c(OC)c2)sc(C(=O)Nc2ccccc2C(F)(F)F)c1C | 2
CN(CCN(C)/N=C/c1cc(Cl)ccc1O)/N=C/c1cc(Cl)ccc1O | -14
Cc1nnc(SCC(=O)Nc2ccc(/C=C/c3ccccc3)cc2)s1 | -14
CCOC(=O)c1ccccc1NC(=O)CN(c1cccc([N+](=O)[O-])c1)S(=O)(=O)c1ccccc1 | 5
Cc1cc2nc(SCc3ccc(Cl)cc3)nc(C)c2cc1C | -14
COc1ccc2c(C)c(C)c(=O)oc2c1C | -12
CC1=NN(C(=O)OC(C)(C)C)C(O)(c2ccc(Br)cc2)C1 (centres undefined) | -5
CN(CCN(C)/N=C/c1cc([N+](=O)[O-])ccc1O)/N=C/c1cc([N+](=O)[O-])ccc1O | -17
CCOc1ccccc1CN1CCN(Cc2cc(Br)ccc2O)CC1 | 2
CC1=CC(C)C2(COC(c3ccc[n+](C)c3)OC2)C(C)C1 (centres undefined) | -4
COC(=O)c1ccccc1NC(=O)c1cc([N+](=O)[O-])ccc1Cl | -6
CCCC(=O)c1ccc(N2CCN(C(=O)c3ccc(F)cc3)CC2)c(F)c1 | 0
CC(=O)Nc1ccc(-c2cc(NC(C)=O)n(C)n2)cc1 | -6
CN(C)c1ccc(/C=C/C(=O)c2ccc(Br)cc2)o1 | 28
CN1C(=O)/C(=C\c2cn(Cc3ccc(Cl)cc3Cl)nc2-c2ccccc2)SC1=S | -14
O=C(NNC(=O)c1cccc(Cl)c1)c1ccc(F)cc1 | -3
O=C(c1nn2c(c1Cl)NC(c1cccs1)CC2C(F)(F)F)N1CCN(c2ccc(F)cc2)CC1 (centres undefined) | -3
O=C(N/N=C\c1cccc2ccccc12)C1CC(=O)N(c2ccc(F)cc2)C1 (centres undefined) | 2
Cc1ccc2oc(-c3cccc(NS(=O)(=O)c4ccccc4)c3C)nc2c1 | -1
CCC(Sc1n[nH]c(=O)[nH]c1=O)C(=O)OCc1ccccc1 (centres undefined) | -1
O=[N+]([O-])c1ccc(OCC(O)CN2CCCCC2)cc1 (centres undefined) | -3
Cc1ccc(C(=O)NC(=S)NCCc2ccccc2)cc1 | -9
COc1ccc(NC(=O)n2nc(C(F)(F)F)nc2N)cc1 | -2
C#CCSc1nc2ccccc2c(=O)[nH]1 | -58
O=c1c(=Nc2nn[nH]n2)c(=O)c2ccccc12 | -7
N#Cc1ccc(-c2cc(C(=O)O)c3c(ccc4ccccc43)n2)cc1 | 3
C/C(=N\NC(=O)c1cc(C(C)(C)C)[nH]n1)c1ccc2ccccc2c1 | 6
Oc1ccc(/C=N/n2c(-c3ccccc3)n[nH]c2=S)cc1O | 15
CCN(CC)S(=O)(=O)c1cc(C(=O)Nc2cccc(C(=O)O)c2)ccc1Cl | -2
CCOCCOC(=O)C1=C(C)NC2=C(C(=O)CCC2)C1c1coc2ccc(C)cc2c1=O (centres undefined) | 0
COc1ccc(OC)c(/C=N/NC(=O)c2cc[n+](Cc3ccccc3)cc2)c1 | -13
CCOC(=O)/C(=C\Nc1ccc(F)c(F)c1)[N+](=O)[O-] | -10
CC(=C\c1ccccc1)/C=C1/SC(=S)N(c2cccc(Cl)c2)C1=O | -28
CCOc1ccc(C2N(Cc3ccccc3)CCN2Cc2ccccc2)cc1 | 3
COc1cc(NC(=O)c2ccccc2Br)ccc1NC(=O)c1ccco1 | 2
COc1ccc([N+](=O)[O-])cc1NC(=O)c1ccc(N(C)C)cc1 | -35
CCOC(=O)/C(=C(/C)NCc1ccccc1)c1c(O)cc(Br)c(O)c1Br | -10
CC(=O)c1c(-c2ccccc2)[nH]n(-c2nc3ccccc3s2)c1=O | -10
Cc1cc(Nc2cccc(O)c2)n2ncnc2n1 | 2
CCCCCCOc1ccc(N2C(=O)CC(N3CCN(Cc4ccccc4)CC3)C2=O)cc1 (centres undefined) | -12
C#CCSc1nc2sc(C)c(C)c2c(=O)n1CC=C | -5
CC(=O)NC(NC(=S)N1CCCCCC1)C(Cl)(Cl)Cl (centres undefined) | -7
COc1ccc(NC(=O)c2cnn3c2NC(c2cccs2)CC3C(F)(F)F)cc1OC (centres undefined) | 4
O=[N+]([O-])c1ccc(N/C(=N/S(=O)(=O)c2ccccc2)c2ccccc2)cc1 | -11

Next section
compound | VHR inh color
O=C(O)c1ccc(/C=N/N2CCN(Cc3cccc4ccccc34)CC2)cc1 | 0
CN1C(=O)C(=Cc2ccc(-c3cc(C(=O)O)ccc3Cl)o2)C(=O)N(C)C1=O | -8
CC(C)CC(=O)N1CCN(Cc2ccccn2)CC1 | 24
O=C(c1ccccc1I)N1CCN(c2ccc(F)cc2)CC1 | -13
CN(C)c1ccc(/C=N/N2C(=O)c3cccc4cccc(c34)C2=O)cc1 | -6
CC(C)=CCC/C(C)=C/CC(C)(C)C1OCCO1 | -4
CCC1CCc2c(sc(NC(=O)c3cccnc3)c2C(N)=O)C1 (centres undefined) | -5
O=C(NCCNC(=O)c1cccs1)c1cccs1 | 3
CC(=O)Nc1ccc(-c2nc3ccc(-c4ccc5nc(-c6ccc(NC(C)=O)cc6)oc(=O)c5c4)cc3c(=O)o2)cc1 | -15
CCOc1ccccc1NC(=O)c1cc(C(=O)OC)cc([N+](=O)[O-])c1 | -49
Cc1cccc(NC(=O)C2CN(S(=O)(=O)c3ccccc3)CCN2S(=O)(=O)c2ccccc2)c1 (centres undefined) | -46
CCOC(=O)C(=CNc1ccccc1OCC)C(=O)OCC | 6
Nc1ncnc(Nc2ccc3ccccc3c2)c1[N+](=O)[O-] | -5
COC(=O)c1ccc(NC(=O)c2cccc([N+](=O)[O-])c2C)cc1 | 2
COc1ccc(C(=O)Oc2ccc(/C=c3/sc4nc5ccccc5n4c3=O)cc2)cc1 | -1
O=C(Nc1ccccc1-c1ccccc1)c1ccc([N+](=O)[O-])cc1 | -13
CC(=O)C1=C(O)C(=O)N(CCN(C)C)C1c1ccccc1[N+](=O)[O-] (centres undefined) | 0
CCOC(=O)C1=C(CC)NC2=C(C(=O)CCC2)C1c1ccc(Cl)c(Cl)c1 (centres undefined) | -24
COc1ccc(OC)c(NC(=O)c2ccccc2CCc2ccccc2)c1 | -33
Cc1cccc(OCC(=O)Nc2ccc3c(c2)OCO3)c1C | -4
COc1ccc(NC(=O)/C(=C\c2ccccc2OC)NC(=O)c2ccccc2OC)cc1 | -19
Cc1ccc(-c2ccc(OCC(=O)Nc3ccc4c(c3)OCCO4)cc2)cc1 | -3
CC(=O)N1C(=O)NC2CC1NC(=O)N2C(C)=O | -8
COc1cccc(C=C2C(=O)NC(=S)NC2=O)c1OC | 1
O=S1(=O)CCC(NC(=S)N/N=C/c2ccc(Cl)c(Cl)c2)C1 (centres undefined) | 11

(list continues)
compound	VHR inh color
COC(=O)C(C)CNCc1ccccc1 (centres undefined)	-2
Cc1ccccc1CN1CCN(C(=O)COc2ccc3ccccc3c2)CC1	9
COc1ccc(-c2cc(=O)oc3cc(OC(C)=O)ccc23)cc1	-13
CCCN(CCC)CCCNC(=O)/C=N\O	-39
Cc1ccc(OCc2nnc(NC(=O)C3CCCCC3)s2)cc1	-1
COC(=O)Cn1c(=N)n(Cc2ccccc2Cl)c2ccccc21	-5
COc1ccc(OC)c(/C=C2\SC(=S)N(c3ccccc3C)C2=O)c1	-7
CC1=C(C(=O)Nc2ccc(Br)cc2)C(c2ccc([N+](=O)[O-])cc2)NC(=S)N1 (centres undefined)	-7
N#C/C(=C(/O)c1ccco1)c1nc2ccccc2[nH]1	20
CCNC(=O)CC1S/C(=N\N=C(C)C)NC1=O (centres undefined)	10
O=S(=O)([O-])CCC[n+]1cnc2ncc3c(n21)/C(=C/c1ccccc1)CCC3	54
COc1ccc(N(CC(=O)Nc2ccc(C)c(C)c2)S(C)(=O)=O)cc1	-9
O=C(O)c1ccccc1-c1ccccc1C(=O)N(Cc1ccccc1)c1ccccc1	11
Fc1ccc(Nc2nc(-c3ccc(F)cc3)cs2)cc1	2
CN1C(=O)/C(=N/OC(=O)c2ccc(Br)cc2)c2ccccc21	0
CCOc1ccc(C(=O)Nc2ccc3oc(-c4ccccc4F)nc3c2)cc1	-8
O=C(Nc1c(C(=O)N2CCOCC2)cnn1-c1ccccc1)c1cccc(F)c1	5
C=CCNC(=O)c1ccc(CN(c2cccc(Cl)c2)S(C)(=O)=O)cc1	2
Fc1ccccc1C=NN1CCN(c2ccccn2)CC1	-19
Cc1ccc(NC(=O)CN(c2ccc(Oc3ccccc3)cc2)S(C)(=O)=O)cc1	10
O=C(O)c1ccccc1SC1CC(=O)N(c2ccc(F)cc2)C1=O (centres undefined)	-29
O=C(c1ccc(Cl)c(Cl)c1)N1CCN(c2cccc(Cl)c2)CC1	-4
O=C1C=C(C(F)(F)C(F)(F)F)Nc2ccccc2N1	-2
O=C(CSc1ncn[nH]1)Nc1cccc(C(=O)O)c1	0

Sorted by length of the SMILES (largest number first): part of the list above.
compound	VHR inh color
Cc1ccc(NC(=O)CN(c2ccc(Oc3ccccc3)cc2)S(C)(=O)=O)cc1	10
O=C(Nc1c(C(=O)N2CCOCC2)cnn1-c1ccccc1)c1cccc(F)c1	5
O=C1C=C(C(F)(F)C(F)(F)F)Nc2ccccc2N1	-2

New compounds follow:
compound	VHR inh color
CNC(=O)c1ccc(CN2CCC(Cc3ccccc3)CC2)cc1	5
Cc1c(NC(NC(=O)COc2ccccc2)C(Cl)(Cl)Cl)c(=O)n(-c2ccccc2)n1C (centres undefined)	14
COc1ccc(Cl)cc1NC(=O)NS(=O)(=O)c1ccc(C)cc1	-11
O=[N+]([O-])c1ccc(/C=N/NS(=O)(=O)c2ccc(Cl)cc2)s1	-12
O=C(Oc1ccc(/C=N/NS(=O)(=O)c2ccc(Cl)cc2)cc1)c1ccco1	5
CCOC(=O)c1c(NC(=O)C(C)Oc2ccc(OC)cc2)sc2c1CCC2 (centres undefined)	-6
CCOC(=O)c1ccc(NC(=O)CN(c2ccccc2CC)S(C)(=O)=O)cc1	-18
CCOc1ccc(N(C)S(=O)(=O)c2ccc(Cl)cc2)cc1	-23

Looked up above:
VHR inh color with `CCOC(=O)c1ccc(NC(=O)CN(c2ccccc2CC)S(C)(=O)=O)cc1` reads -18
VHR inh color with `CCOc1ccc(N(C)S(=O)(=O)c2ccc(Cl)cc2)cc1` reads -23
VHR inh color with `CNC(=O)c1ccc(CN2CCC(Cc3ccccc3)CC2)cc1` reads 5
VHR inh color with `O=[N+]([O-])c1ccc(/C=N/NS(=O)(=O)c2ccc(Cl)cc2)s1` reads -12
VHR inh color with `Cc1c(NC(NC(=O)COc2ccccc2)C(Cl)(Cl)Cl)c(=O)n(-c2ccccc2)n1C` (centres undefined) reads 14
VHR inh color with `CCOC(=O)c1c(NC(=O)C(C)Oc2ccc(OC)cc2)sc2c1CCC2` (centres undefined) reads -6

(listing goes on)
compound	VHR inh color
CC1=C(C(=O)OCc2ccccc2)C(c2ccc(C)s2)NC(=O)N1 (centres undefined)	-13
COc1cccc(-n2c(C=C3C(=O)Nc4ccc(C)cc43)nc3ccccc3c2=O)c1	4
O=C(Nc1ccc(O)cc1)c1cccc(Oc2ccc([N+](=O)[O-])cc2)c1	3
Cc1ccc(C(=O)Nc2nc(-c3cccc4ccccc34)cs2)o1	3
O=C(Cc1ccc(Br)cc1)N1CCN(Cc2ccccc2)CC1	2
COc1ccc(CN2CCN(C(=O)Cc3ccccc3)CC2)c(OC)c1OC	-11
O=C(CCc1ccccc1)N/N=C/c1ccc(F)cc1	-12
Cc1ccc(C=Nc2ccccc2C(N)=O)cc1	-3
NNC(=O)c1ccc(OCc2ccc(Cl)cc2)cc1	-22
COCCOC(=O)c1c(C)oc2ccc(OCc3ccc([N+](=O)[O-])cc3)cc12	-18
O=C(NC(NC(=S)Nc1cccc2ccccc12)C(Cl)(Cl)Cl)c1ccccc1F (centres undefined)	-2
CCOC(=O)c1ccccc1NC(=O)Cc1ccccc1[N+](=O)[O-]	-9
CC(=O)N1CCN(CC(C)(C)NS(=O)(=O)c2ccc(Cl)cc2)CC1	-13
CCc1ccc(N2CC(C(=O)Nc3ccc(Cl)cc3Cl)CC2=O)cc1 (centres undefined)	-15
O=C1/C(=C/c2ccc(F)cc2)SC(=S)N1c1ccc(F)cc1	-17
O=c1c(-c2cccs2)[n+]([O-])c2ccccc2n1O	-2

Some of the entries so far, as labelled records:
CCc1ccc(N2CC(C(=O)Nc3ccc(Cl)cc3Cl)CC2=O)cc1 (centres undefined)
  VHR inh color: -15

CCOC(=O)c1ccccc1NC(=O)Cc1ccccc1[N+](=O)[O-]
  VHR inh color: -9

(more compounds)
compound	VHR inh color
COc1cccc(OCCn2cc(C=C3C(=O)NC(=O)NC3=O)c3ccccc32)c1	-16
Cc1c(Cl)cccc1-n1ncnc1-c1cccc(Br)c1	0
COc1ccc(Cl)cc1C(=O)NCc1ccc2c(c1)OCO2	-10
CN(CCOC(=O)c1cc(Br)ccc1Cl)C(C)(C)C	4
Cc1ccc2nc(Nc3nc(O)c(Cc4ccccc4)c(=O)[nH]3)nc(C)c2c1	-7
CCOC(=O)NC12CC3CC(C1)CC(C(F)(F)F)(C3)C2	-13
Cc1ccc(S(=O)(=O)Oc2ccc(/C=C3\SC(=S)NC3=O)cc2)cc1	7
Cc1ccc(C)c(S(=O)(=O)Nc2ccccc2)c1	-4
C=COCCn1c(-c2nonc2N)nc2ccccc21	-5
CCOc1cc(C(=O)Nc2cccc3ccccc23)cc(OCC)c1OCC	6
Cc1nc2ccccc2c(=O)n1/N=C/c1ccccc1F	-19
CC(C)(C)SCCN=C1NS(=O)(=O)c2ccccc21	-24
O=C(Nc1ccccc1-c1nc2ccccc2s1)c1cccc(Cl)c1	-14
Cc1ccc(C(=O)O)cc1N1C(=O)C2C3C=CC(C3)C2C1=O (centres undefined)	21

Looked up by compound from the entries so far, three records:
compound	VHR inh color
Cc1nc2ccccc2c(=O)n1/N=C/c1ccccc1F	-19
CC(C)(C)SCCN=C1NS(=O)(=O)c2ccccc21	-24
O=C(Nc1ccccc1-c1nc2ccccc2s1)c1cccc(Cl)c1	-14
